Bioassay records deposited in PubChem BioAssay by several laboratories.
ABHD4 inh: inhibits mouse alpha/beta hydrolase domain 4 | Q8VD66 | purified mABHD4, FP-Rh probe fluorescence polarization | inhibition, % at 8.92 µM | actives 0.54% (n = 370,000) | AID 720543;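 active means inhibition exceeding the mean over every tested compound plus 3 SD, cut at about 30% in these data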;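 further: 0% = plate median of compound wells and 100% = S159A mutant with DMSO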
Target sequence (Q8VD66 whole entry, looked up, the tested form may be a part): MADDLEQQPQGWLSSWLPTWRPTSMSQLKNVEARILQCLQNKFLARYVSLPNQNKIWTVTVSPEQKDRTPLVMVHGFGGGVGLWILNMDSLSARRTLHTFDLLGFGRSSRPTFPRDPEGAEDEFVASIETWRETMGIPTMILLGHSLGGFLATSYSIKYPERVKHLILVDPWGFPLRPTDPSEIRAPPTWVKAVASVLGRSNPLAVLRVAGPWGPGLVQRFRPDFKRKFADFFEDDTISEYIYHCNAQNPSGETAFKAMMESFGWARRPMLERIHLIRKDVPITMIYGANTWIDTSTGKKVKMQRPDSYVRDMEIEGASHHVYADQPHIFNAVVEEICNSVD
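assay system = mABHD4 protein | compound dosing = single nominal dose of 8.92 µM, 0.89% DMSO final | read-out basis = percent inhibition of probe binding, normalized to plate controls | schedule = Enzyme–compound pre-incubation 45 min, then probe 60 min, both 25 °C | detection = fluorescence polarization, excitation 525 nm, emission 598 nm, BODIPY TMR filters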
UHRF1 binding: blocks human UHRF1 binding to methylated DNA. actives 0.75% (n = 370,000). UHRF1 binding to methylated oligo, TR-FRET. inhibition, % at 4.4 µM; in the data active means inhibition above about 21%;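 further: UHRF1 SRA domain binding a hemimethylated CpG hairpin DNA probe; 0% = median of test compound wells and 100% = reference inhibitor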
TCR CD3 inh: inhibitors of human TCR-CD3 interaction; TAMRA-labeled TCR probe fluorescence, biochemical; inhibition, % at 9.4 µM; actives 0.37% (n = 360,000); AID 651800; in the data active means inhibition above about 19%;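 further: recombinant mutant TCR 2C K166C tagged with TAMRA read by polarization; 0% = receptor in buffer alone and 100% = receptor with positive control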
GC-B act: GC-B (human) receptor activation; HEK293-GC-B cells, CNP EC30, cGMP TR-FRET; 0% at EC30 CNP, 100% saturating CNP; activation, % at 10 µM; actives 0.11% (n = 370,000);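 active means activation at 10 µM reaching about 35% in either raw or pattern-adjusted values, limit read from the data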
GC-A act: GC-A (human) enzyme activation; P16066; HEK293 GC-A cells, cGMP TR-FRET, EC30 ANP; 0% at EC30 ANP, 100% saturating ANP; activation, % at 10 µM; actives 0.14% (n = 370,000); AID 1671463; in the data active means activation above about 40%
SIAE inh: inhibitors of human sialic acid acetylesterase SIAE | SIAE FP-Rh probe binding, fluorescence polarization | inhibition, % at 9.66 µM | actives 0.69% (n = 370,000);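 active means inhibition above a cutoff: mean of compounds within the control limits plus 3 SD of those, cut at about 17% in these data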;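 further: 0% = plate median of compound wells and 100% = probe without SIAE protein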
MBD2 inh: blocks human MBD2 binding to methylated DNA. actives 0.31% (n = 370,000). Q9UBB5. TR-FRET, MBD2 binding to methylated oligonucleotide. AID 686964. inhibition, % at 4.4 µM; in the data active means inhibition above about 13%
Target sequence (Q9UBB5 whole entry, looked up): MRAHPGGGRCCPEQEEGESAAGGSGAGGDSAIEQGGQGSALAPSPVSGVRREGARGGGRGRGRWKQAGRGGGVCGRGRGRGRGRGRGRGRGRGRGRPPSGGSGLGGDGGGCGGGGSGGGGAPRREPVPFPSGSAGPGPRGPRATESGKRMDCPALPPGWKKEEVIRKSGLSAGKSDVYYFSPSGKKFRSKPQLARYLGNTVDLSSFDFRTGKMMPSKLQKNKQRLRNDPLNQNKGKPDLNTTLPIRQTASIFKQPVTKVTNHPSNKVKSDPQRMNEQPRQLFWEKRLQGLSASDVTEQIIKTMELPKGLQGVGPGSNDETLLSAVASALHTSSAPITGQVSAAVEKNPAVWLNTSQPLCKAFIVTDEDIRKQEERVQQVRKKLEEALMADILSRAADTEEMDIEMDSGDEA
HTRA1 inh: HTRA1 (human) protease inhibition; inhibition, % at 5.96 µM; actives 0.5% (n = 340,000); recombinant HTRA1, FP-rhodamine activity-based probe, fluorescence polarization; in the data active means inhibition above about 36%;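 further: 0% = enzyme with DMSO and 100% = wells lacking enzyme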
rCAG binder: binds r(CAG) RNA repeats | r(CAG) RNA repeat, TO-PRO-1 dye displacement fluorescence | inhibition, % at 3 µM | actives 1.3% (n = 370,000);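 active means inhibition above the plate cutoff, the mean of all test compounds on that plate plus 3 SD, cut at about 35% in these data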;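 further: 0% = DMSO alone and 100% = 100 µM mitoxantrone as full dye displacement; higher means more dye released from RNA so lower well fluorescence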
PRMT1 FP inh: blocks human protein arginine methyltransferase 1; Q99873; recombinant PRMT1, activity-based probe fluorescence polarization; inhibition, % at 2.79 µM; actives 1.3% (n = 370,000);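 active means inhibition above about 21% made by adding two undisclosed values, limit read from the data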
An asterisk follows results filed as active; x = no result given. The list is partial; rates above refer to the full screens.

SMILES | ABHD4 inh | UHRF1 binding | TCR CD3 inh | GC-B act | GC-A act | SIAE inh | MBD2 inh | HTRA1 inh | rCAG binder | PRMT1 FP inh
COc1cc(C(=O)NC(=S)N2CCCCCC2)cc(OC)c1OC | -4 | 0 | -4 | -2 | 1 | -3 | 0 | 2 | -1 | -1
COC(=O)[C@H]1C[C@H](C(=O)O)[C@@H](C)C1(C)C | -5 | 5 | -8 | -1 | 2 | -4 | -1 | 9 | 0 | -1
Cn1c(CSCC(=O)Nc2ccccc2)nnc1SCc1ccccc1 | 7 | 2 | 7 | -1 | -1 | -2 | -1 | 2 | -3 | -1
CCOc1ccc(C(C)NC(=O)C2CCCC2)cc1 (stereo unspecified) | 2 | -2 | 7 | 7 | 1 | 2 | -2 | 4 | 1 | 0
COc1ccc2c(c1)C1C=CCC1C(c1cc3c(cc1Br)OCO3)N2 (stereo unspecified) | 8 | 1 | 2 | -1 | -2 | 5 | -2 | 32 | 12 | 6
Cc1ccc(N(C)S(=O)(=O)c2cccc(C(=O)N(C)Cc3cnn(-c4ccccc4)c3)c2)cc1 | -7 | 4 | 3 | -4 | -4 | -4 | 0 | -19 | -1 | -3
O=C(COC(=O)CCC1CCCC1)Nc1ccccc1Sc1ccccc1 | -2 | 18 | -9 | 3 | -2 | -4 | 3 | -7 | -4 | 3
Cc1cc(-c2cccs2)c2c(n1)sc1c(=O)[nH]c(=O)[nH]c12 | -3 | 3 | 4 | -5 | -12 | -2 | 2 | 1 | 2 | 0
CCOC(=O)/C(C#N)=C1/SC(CCO)C(=O)N1c1ccccc1 (stereo unspecified) | 1 | 0 | 7 | 4 | 4 | 3 | 2 | -1 | -1 | 1
Cc1ccc(CN2CCSc3ccc(C(=O)NCCCN4CCOCC4)cc32)cc1 | 3 | 3 | 3 | 0 | 3 | -4 | 3 | -1 | -3 | 1
CCOC(=O)C1(Cc2ccccc2C)CCCN(C(=O)c2ccc(C(C)=O)s2)C1 (stereo unspecified) | 0 | 0 | -2 | 3 | 2 | -1 | 1 | -2 | 1 | 1
COCCCNC(=S)NNC(=O)c1cc(Cl)c(O)c(Cl)c1 | 4 | 1 | 7 | 5 | 2 | 5 | 1 | 3 | -1 | 4
Nc1ccc(Nc2nc(-c3cccs3)cs2)cc1 | 13 | -2 | -3 | 2 | 0 | 9 | 0 | 18 | 15 | 2
COc1ccc(NC(=O)CN(C)Cc2cccs2)cc1Cl | -3 | -1 | 7 | 1 | 0 | 0 | -2 | -6 | -5 | 0
COc1ccc(N2CCN(S(=O)(=O)c3ccc4c(c3)NC(=O)C(C)C(=O)N4)CC2)cc1 (stereo unspecified) | 1 | -1 | 7 | -2 | -3 | 3 | -2 | -7 | 10 | 3
CC(C)(COC(=O)C(c1ccccc1)c1ccccc1)CN1CCOCC1 | 4 | -2 | 1 | -3 | -12 | 1 | 3 | -20 | -2 | -3
Cc1ccc(S(=O)(=O)NC(=O)N(CCC#N)Cc2ccccc2)cc1 | -5 | 1 | 14 | 3 | -6 | 4 | 2 | 2 | -2 | -2
Cn1c(SCC(=O)NC2CCS(=O)(=O)C2)nc2ccccc21 (stereo unspecified) | 0 | -2 | 2 | 2 | 0 | 9 | -5 | 7 | -1 | 5
Cc1cc(OCC(F)(F)C(F)(F)C(F)(F)C(F)(F)C(F)(F)C(F)F)nc(N)n1 | -13 | 1 | -2 | -5 | -5 | 2 | -2 | 2 | -9 | 1
Cc1ccc(-c2csc3ncnc(NS(=O)(=O)c4ccc(Cl)cc4)c23)cc1 | -12 | 5 | -1 | -4 | -4 | 1 | -2 | 2 | 15 | 1
NC1=NC(c2ccc(Cl)cc2)N(c2ccc(S(N)(=O)=O)cc2)C(N)=N1 (stereo unspecified) | -4 | 2 | -4 | -8 | 3 | 3 | 4 | 6 | -1 | -4
COC(=O)[C@@H](Cc1ccccc1)NC(=O)[C@H]1O[C@@H](n2cnc3c(N)ncnc32)[C@H](O)[C@@H]1O | -1 | 0 | -3 | 1 | 0 | 10 | 5 | x | 0 | 4
CC1(C)NC(=O)N(CCCCOc2ccc(Cl)cc2C=O)C1=O | -9 | -2 | -9 | -4 | -1 | 2 | -6 | -10 | -3 | -2
O=c1cn[nH]c2ccccc12 | 0 | 3 | -2 | 4 | 0 | -2 | 1 | 3 | 1 | 1
Cc1ccccc1N1C(=O)C2ON(c3ccccc3)C(c3ccncc3)C2C1=O (stereo unspecified) | 6 | -1 | -4 | 3 | 2 | -3 | 1 | -7 | 1 | 3
COc1ccc(NC(=O)CN2C(=O)NC(C)(C3CCCCC3)C2=O)c(OC)c1 (stereo unspecified) | -6 | 1 | -4 | 4 | 1 | 1 | 0 | -3 | 1 | 2
N#CCC1(O)C(=O)Nc2ccccc21 (stereo unspecified) | 9 | 0 | 6 | -2 | 4 | 4 | -2 | x | 0 | 2
Cc1cc(N/N=C2/CCCc3ccccc32)nc2ccccc12 | 0 | -3 | -2 | -11 | -8 | 5 | -6 | -8 | 0 | -5
CCCC1=Nc2cc(C(=O)NCCCN3CCOCC3)ccc2Sc2ccccc21 | 4 | 12 | 4 | -2 | 2 | -7 | 7 | -1 | -4 | 2
CC1(c2nnc(-c3cccc(Cl)c3)o2)CC(c2cccc([N+](=O)[O-])c2)=NO1 (stereo unspecified) | -10 | 0 | 4 | 6 | -1 | 0 | -8 | -20 | 1 | 1
CCOC(=O)CNC(=S)N(CCCN1CCCCC1)Cc1cccs1 | 3 | 0 | 0 | -3 | 0 | -2 | 3 | -1 | -6 | -1
COC(=O)[C@@]12CCCCC3=C1N(CCC3)C(=O)[C@H]2CC(=O)NCCC(C)C | 0 | -4 | x | 6 | 1 | 2 | -3 | x | 1 | -3
CCCC(C(=O)NC1CCCC1)N(CCN(CC)CC)C(=O)c1snc(C(N)=O)c1N (stereo unspecified) | -1 | 5 | 0 | -13 | -35 | 1 | 9 | -2 | -2 | 1
O=C1CCCCC1Sc1ccc(Cl)cc1[N+](=O)[O-] (stereo unspecified) | 16 | -1 | 2 | -5 | -7 | 4 | -5 | 13 | 10 | 49*
C[C@H](CO)N1C[C@H](C)[C@@H](CN(C)C(=O)c2cnccn2)Oc2cc(C#CCC3CCCC3)ccc2S1(=O)=O | 8 | 23* | 0 | 4 | 3 | 1 | 9 | -5 | 4 | 1
C#CCNC(=O)C[C@@H]1C[C@@]2(C(=O)OCC)CCCC=C2N(Cc2ccco2)C1=O | 3 | 1 | 0 | 3 | -2 | 0 | 3 | x | -1 | 6
O=C(O)CCCNC(=O)c1ccc(NC(=O)Cc2ccc(Cl)cc2)cc1 | -3 | 1 | 11 | 0 | 1 | -1 | 2 | 0 | -4 | -3
COc1cc(NC(=O)c2ccccc2)c(OC)cc1NC(=O)CN1C(=O)NC2(CCCCC2C)C1=O (stereo unspecified) | 6 | -5 | 0 | -4 | 3 | 11 | -3 | -2 | 7 | 1
Nc1cc(=O)[nH]c(SCC(=O)Nc2cc(S(=O)(=O)N3CCCCC3)ccc2Cl)n1 | -5 | 0 | 9 | 0 | 2 | -10 | -3 | -6 | 10 | -4
CS(=O)(=O)NCCC1=CCCCC1 | 7 | 1 | -2 | 7 | 1 | -5 | 0 | -4 | 2 | -1

Entries above with an NH in an aromatic ring:
SMILES | ABHD4 inh | UHRF1 binding | TCR CD3 inh | GC-B act | GC-A act | SIAE inh | MBD2 inh | HTRA1 inh | rCAG binder | PRMT1 FP inh
Cc1cc(-c2cccs2)c2c(n1)sc1c(=O)[nH]c(=O)[nH]c12 | -3 | 3 | 4 | -5 | -12 | -2 | 2 | 1 | 2 | 0
O=c1cn[nH]c2ccccc12 | 0 | 3 | -2 | 4 | 0 | -2 | 1 | 3 | 1 | 1
Nc1cc(=O)[nH]c(SCC(=O)Nc2cc(S(=O)(=O)N3CCCCC3)ccc2Cl)n1 | -5 | 0 | 9 | 0 | 2 | -10 | -3 | -6 | 10 | -4

(listing goes on)
SMILES | ABHD4 inh | UHRF1 binding | TCR CD3 inh | GC-B act | GC-A act | SIAE inh | MBD2 inh | HTRA1 inh | rCAG binder | PRMT1 FP inh
COCCNC(=O)c1onc(CS(=O)(=O)c2cc(C)cc(C)c2)c1C(=O)NCCOC | -2 | -2 | -1 | 5 | -1 | -2 | 0 | 10 | -10 | -1
CCOC(=O)Cc1[nH]nc2c1C(c1cccc(OC)c1OC)C(C#N)=C(N)O2 (stereo unspecified) | 10 | -8 | 0 | 1 | -5 | 11 | -1 | -2 | 3 | -4
N#C/C(=C\c1ccc(-c2ccc(Br)cc2)o1)C(=O)NCCc1c[nH]c2ccccc12 | -30 | -2 | 8 | -1 | 5 | -11 | -10 | -42 | 19 | 0
CN(C)c1cccc(C(=O)OCC(=O)N(Cc2ccccc2)C2CCS(=O)(=O)C2)c1 (stereo unspecified) | 6 | 19 | 15 | 0 | 5 | 11 | 10 | -2 | 5 | 6
Cc1ccc(OCc2cc(C(=O)NC3CCOC3)no2)cc1C (stereo unspecified) | -5 | 1 | -10 | 2 | -2 | 5 | 5 | 1 | 1 | 1
O=C(O)c1cc(S(=O)(=O)NCCCN2CCCC2=O)ccc1Cl | -2 | 2 | -3 | 2 | -1 | 1 | 0 | -1 | 0 | -6
Cc1ccc(N2C(=O)C(Cl)=C(Nc3c(C)n(C)n(-c4ccccc4)c3=O)C2=O)cc1 | 2 | 1 | 1 | 0 | 0 | 7 | 6 | 4 | 4 | 0
CC(=O)Oc1cc2c(cc1Cl)C1(CC(c3ccccc3Cl)O2)CC(C)(C)NC(=S)N1 (stereo unspecified) | -8 | -1 | 3 | -8 | -16 | -32 | -1 | -24 | -7 | 3
CCOC(=O)C1=C(C)NC(C)=C(C(=O)OCC)C1c1cc(N)ccc1OC(F)F | 0 | 0 | 3 | 0 | -5 | 0 | 2 | 4 | -2 | -1
COc1ccc(NC(=O)c2cccc(N3C(=O)C4C5C=CC(C6CC56)C4C3=O)c2)cc1 (stereo unspecified) | -3 | -1 | -4 | 2 | 5 | -2 | 5 | -2 | -4 | -1
COc1cc(/C=N/NC(=O)c2ccc(=O)[nH]n2)ccc1O | 9 | -2 | 3 | -1 | -1 | 1 | -2 | 10 | -1 | -1
Cc1ccc2oc(C(=O)Nc3nonc3C)c(C)c2c1 | 1 | 1 | 0 | 0 | 4 | -1 | 2 | 6 | -1 | 1
O=C(CCSc1ccc(Cl)cc1)N1CCCCCC1 | -5 | 1 | -1 | 2 | 0 | -6 | -1 | -2 | -5 | -1
CC(C)(C)c1cc(NC(=O)CSc2nnc(NCc3ccccc3)s2)n(-c2ccccc2)n1 | -13 | -2 | -1 | -1 | -3 | 2 | 2 | -22 | 1 | -5
CCOc1ccccc1OCC(=O)OCC(=O)c1c(C)[nH]c2ccccc12 | -11 | -1 | -2 | -3 | 2 | -4 | 0 | -21 | 1 | 1
O=C(COc1ccccc1)Nn1c(-c2ccccc2)nc2ccccc2c1=O | 2 | -2 | 0 | -3 | 1 | 10 | -2 | 1 | 2 | -2

Whole records, quoted from the list. Order of screens: ABHD4 inh	UHRF1 binding	TCR CD3 inh	GC-B act	GC-A act	SIAE inh	MBD2 inh	HTRA1 inh	rCAG binder	PRMT1 FP inh
`COc1cc(/C=N/NC(=O)c2ccc(=O)[nH]n2)ccc1O` across the screens: 9	-2	3	-1	-1	1	-2	10	-1	-1
`Nc1cc(=O)[nH]c(SCC(=O)Nc2cc(S(=O)(=O)N3CCCCC3)ccc2Cl)n1` across the screens: -5	0	9	0	2	-10	-3	-6	10	-4
